# Compound activity: PubChem, National Center for Advancing Translational Sciences (NCATS)
# DT40 TDP1 CPT = qHTS for Inhibitors of human tyrosyl-DNA phosphodiesterase 1 (TDP1): qHTS in cells in presence of CPT | chicken DT40 Tdp1-/-;hTDP1 cells + 20 nM CPT, ATP luminescence, 48 h | AID 686979, 2013 | Potency, µM (series often up to 46.2 µM), for inactives: at the highest dose activity change, negative = growth inhibition, usual class: inhibitors | 420,000 compounds, 12% hits; note: nearly all actives have a fitted effect of over 55% in size
#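 Cell growth measured by CellTiter-Glo luminescence after a minimum 48 h, 37 C compound exposure with 20 nM CPT in Tdp1-knockout DT40 cells stably expressing hTDP1, seeded 400/well; qHTS titration format.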
# GCN5L2 inh = qHTS Assay for Inhibitors of GCN5L2; Histone acetyltransferase KAT2A (Homo sapiens), Q92830; 390,000 compounds, 0.21% hits; Potency, µM (doses to about 58.9 µM), for inactives: at the highest dose activity change, negative = inhibition, most hits filed as inhibitors; GCN5L2 HAT assay, ThioGlo1 CoA-SH fluorescence
#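 Titration-based screen in which CoA formation is detected via maleimide probe ThioGlo1 (50uM) turning fluorescent on thiol reaction; substrates H3(1-25) 75uM and acetyl-CoA 70uM, GCN5L2 20nM, 20 min incubation at room temperature.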
# FEN1 inhibitor = qHTS Assay for the Inhibitors of Human Flap endonuclease 1 (FEN1); Potency, µM (titrated, usually from 114 µM), for the others: at the highest dose activity change, negative = inhibition, most hits filed as inhibitors; 390,000 compounds, 0.35% hits; Recombinant FEN1 flap cleavage, fluorescence, 15 min; note: nearly all actives have a fitted effect of over 65% in size
# Target sequence (P39748 whole entry, looked up): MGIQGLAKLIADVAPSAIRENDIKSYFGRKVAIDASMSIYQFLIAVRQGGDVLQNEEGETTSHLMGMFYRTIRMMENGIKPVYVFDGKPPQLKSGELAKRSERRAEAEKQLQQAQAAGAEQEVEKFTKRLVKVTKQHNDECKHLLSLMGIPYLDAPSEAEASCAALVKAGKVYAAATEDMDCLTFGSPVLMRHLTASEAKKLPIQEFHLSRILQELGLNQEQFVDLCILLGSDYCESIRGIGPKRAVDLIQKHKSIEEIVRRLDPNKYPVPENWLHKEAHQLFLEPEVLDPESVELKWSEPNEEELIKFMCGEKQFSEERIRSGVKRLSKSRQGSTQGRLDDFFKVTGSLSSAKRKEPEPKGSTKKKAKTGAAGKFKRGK
#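 Potency values derive from four-parameter Hill fits of normalized qHTS data. The reaction used 10 nM FEN1 preincubated 15 min at room temperature with compound, then 50 nM DNA substrate, read at 0 and 15 min.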
# * marks the source's active call; other numbers are inactive results; ? = inconclusive; · = no result given; & = joins results of further samples. Calls come from the whole dose curve; as a rule, active = well fitted curve in the direction sought with a large enough effect; inconclusive = small, poorly fitted or top-dose-only effect, or another doubt; inactive = no such curve, though single readings can be large; an effect the other way counts as inactive or inconclusive. % is set by controls: 0 for no effect and ±100 for the full control effect; potency is the fitted concentration of half-maximal effect.
SMILES,DT40 TDP1 CPT,GCN5L2 inh,FEN1 inhibitor
CC(=O)c1c(C)[nH]c(C(=O)OCc2nc3ccsc3c(=O)[nH]2)c1C,?,-22.9%,8.7%
CCOC(=O)CNS(=O)(=O)Cc1ccccc1,-1.0%&-3.3%,-2.9%,19.6%&-4.7%
Cc1nnc(N/N=C/c2cc(C)n(-c3ccc(F)cc3)c2C)n1N,13µM*,-2.8%,-1.3%
O=C(c1cccc(-c2ccccc2)c1)N1CC[C@@H](N2CCC(O)CC2)[C@H](O)C1,-2.8%,-9.3%,-1.8%
O=C(CC(=O)c1cc(Cl)ccc1O)c1ccccc1,2.31µM*,-16.2%,-25.3%
O=C(CSc1nncs1)Nc1ccc(Cl)cn1,-2.3%,20.0%,0.8%
Cc1cccc(Nc2ncnc3c2cnn3C)c1,-18.4%,-2.0%,18.9%
OC(COCc1ccc2c(c1)OCO2)CN1CCC(Cc2ccccc2)CC1 (stereo not given),?,0.7%,-8.2%
c1ccc2c(c1)ncn2CCn1cnc2ccccc21,-14.2%,-0.5%,-1.5%
COc1cccc(CCNC(=O)CCCC(=O)c2ccccc2)c1,-3.6%,1.8%,3.5%
CC(=O)Nc1ccc(-c2nnn(CC(=O)c3ccc(F)cc3)n2)cc1Cl,-4.6%,1.6%,-4.4%
CCN(C(=O)c1cccs1)c1nnc(-c2ccncc2)s1,?,-1.9%,0.4%
COc1ccc2c(c1)CCCC21SC(NC(C)=O)=NN1C(C)=O (stereo not given),-2.5%,-0.6%,-6.2%
O=C(NCCc1ccccn1)C1CCCN(S(=O)(=O)Cc2ccccc2)C1 (stereo not given),1.8%,-5.9%,?
CC(OC(=O)CN(C)S(=O)(=O)c1ccc(Cl)cc1)C(=O)Nc1ccc(N2CCOCC2)cc1 (stereo not given),-25.9%,-3.9%,-16.9%
O=C1/C(=C/c2ccccc2[N+](=O)[O-])COc2ccccc21,2.59µM*,-4.6%,-3.5%
O=C(Cn1ncc2c3ccccc3n(Cc3cccc(Cl)c3)c2c1=O)Nc1ccc(F)cc1F,29.1µM*,?,3.4%
CC(C)COP(=O)(OCC(C)C)C(O)c1ccc(N(C)C)cc1 (stereo not given),2.1%,-1.9%,12.0%
CCOC(=O)C(NC(=O)Nc1ccc(F)cc1F)(Oc1ccc(F)cc1)C(F)(F)F (stereo not given),21.9%,-6.7%,4.6%
CCCCOC(=O)c1ccc(NC(=O)C(=O)CC(=O)c2ccc(OC)cc2)cc1,16.4µM*,-9.5%,-4.8%
CCCCC[C@H](O)/C=C/C1=C(CCCCCCC(=O)O)C(=O)CC1,11.7%,-3.5%&3.8%,-2.7%
CCCCC(O)(CCCC)C(=O)NNc1ccccc1,10.2%,-1.9%,-3.8%
Cn1c(=O)c2c(ncn2CC(=O)Nc2cccc(Cl)c2Cl)n(C)c1=O,?,-2.1%,-17.2%
CCOC(=O)CCNC(C(=O)OCC)c1ccccc1 (stereo not given),-0.7%,-5.5%,-2.3%
COC(=O)c1cc(OC)c(OC)cc1NC(=O)CCNC(=O)c1ccco1,8.5%,0.3%,-0.6%

# (continued)
SMILES,DT40 TDP1 CPT,GCN5L2 inh,FEN1 inhibitor
Cc1[nH][nH]c(=O)c1C(c1c(C)[nH][nH]c1=O)c1cn(Cc2ccccc2Cl)c2ccccc12,5.8µM*,-6.6%,-30.1%
COc1ccccc1NC(=O)CSc1ncnc2c1oc1ccccc12,-23.9%,0.5%,2.6%
COc1cccc(CNC(=S)Nc2cccc(Cl)c2C)c1,14.8%,-1.5%,-1.5%
CC1C(=O)Nc2ccc(S(=O)(=O)N3CCN(c4ccccc4F)CC3)cc2NC1=O (stereo not given),9.2µM*,39.8µM*,-6.4%
CCOc1ccc(N2C(=O)CC(SC(=NC)Nc3ccc4c(c3)OCO4)C2=O)cc1 (stereo not given),-22.0%,1.4%,11.0%
CCCc1cc(=O)[nH]c2nnc(SCC(=O)NC3CCCCC3)n12,1.3%,-0.4%,5.1%
O=C(Nc1ccc(Cl)cn1)c1cnn2cccnc12,-2.3%,·,-13.2%
Cc1nn2c(C)c(C(=O)NCc3ccco3)cnc2c1-c1ccccc1,?,-1.1%,2.0%
O=C(Nc1nc2ccccc2n1CCN1CCOCC1)c1ccccc1,-29.4%,-2.9%,1.1%
CC(=O)N1CC=C2C(C#N)=C(N)C(C#N)(C#N)[C@H](c3ccoc3)[C@H]2C1,-27.3%,-5.9%,-3.4%
CC(=O)Cc1nsc(NC(=O)c2ccco2)n1,-16.2%,-0.3%,2.4%
CCn1c(CNC(=O)Cc2ccc(OC)cc2)nnc1SCC(=O)Nc1ccc(C(=O)O)cc1,7.2%,-1.3%,-12.1%
O=C(Nc1ccc(SC(F)F)cc1)c1ccc(F)cc1,-22.1%,-7.3%,15.6%
C=CCN1c2ccccc2[C@]23C[C@@H](C(=O)OC)N(C(=O)c4cccs4)C2=NC(C(=O)OC)=C(C(=O)OC)[C@H]13,?,-8.9%,-0.9%
Cc1ccc(NC(=O)C2(c3ccc([N+](=O)[O-])cc3)CCCC2)cc1,?,-7.3%,-2.6%
O=C(NCCc1cscn1)C1CCC(=O)N(Cc2ccc(Cl)cc2)C1 (stereo not given),4.3%,-2.4%,-4.8%
O=C(O)/C(=C\c1cccc([N+](=O)[O-])c1)c1ccc(S(=O)(=O)N2CCCCC2)s1,-21.1%,-10.7%,-18.6%
CCCc1cc(=O)n2[nH]c(NCc3ccc(CC)cc3)nc2n1,-1.6%,-0.2%,6.0%
C/C(=N\NC(=O)c1ccco1)c1cc2ccccc2o1,7.8%,-2.0%,-3.0%
O=C(c1ccccc1CCc1ccccc1)N1CCCC1,-28.1%,-2.8%,3.0%
COC(=O)c1sccc1S(=O)(=O)N(CC(=O)NCc1ccc(C)cc1)c1ccc(C)c(C)c1,?,-1.6%,-2.3%
COc1ccc2c(c1)c(C(=O)CN1CCOCC1)c(C)n2C,-0.6%,1.1%,-0.8%
COc1cccc(CNC(=S)Nc2cc(C)ccc2C)c1,18.4µM*,-13.4%,1.9%
CC(=O)N1N=C(c2ccco2)CC1c1cc2cc(C)ccc2nc1Cl (stereo not given),1.0%,-4.9%,-2.9%
CC(NC(=O)c1ccncc1)C(c1cccs1)N1CCOCC1 (stereo not given),-0.6%,-1.1%,0.2%

# Later entries:
SMILES,DT40 TDP1 CPT,GCN5L2 inh,FEN1 inhibitor
Cc1ccc(Cn2c(C(=O)O)c(CNCCc3cccs3)c3ccc(C)cc32)cc1,?,-1.5%,-5.9%
Cc1ccc(S(=O)(=O)N(C)CC(=O)N/N=C/c2ccc(C)o2)cc1,?,-5.1%,14.9%
CCOC(=O)c1sc2nc(CC(=O)OC)nc(NCCN3CCOCC3)c2c1C,-6.1%,-5.3%,5.9%
COC(=O)[C@@]12CCCCN1[C@H](c1ccc(-c3ccccc3)c(OC)c1)[C@H]1C(=O)N(C)C(=O)[C@H]12,?,-3.2%,11.3%
Nc1c(C(=O)OCC(=O)NCc2ccccc2)[nH]c(=O)[nH]c1=O,-3.3%,-2.3%,4.8%
COCCN(C(=O)c1cc2c(s1)CCCCC2)c1c(N)n(Cc2ccccc2)c(=O)[nH]c1=O,7.4%,-5.1%,2.3%
COC(=O)c1cc(Br)c(=O)n(-c2ccc(OC)cc2)c1,-12.2%,1.2%,2.8%
CC(C)C[C@@H]1CN=C(N)N1C[C@@H]1CCCN1C[C@@H](C(C)C)N1C[C@@H](Cc2ccccc2)N(CCc2ccc(Cl)c(Cl)c2)C1=N,-2.6%,-2.1%,1.9%
COc1ccccc1C1CC(=O)n2c(nc(-c3ccccc3)c2-c2ccccc2)S1 (stereo not given),3.6%,-2.8%,-7.1%
Cn1c(Cn2c(=O)sc3ccccc32)nnc1SCC(=O)Nc1ccc(Cl)cc1,-4.2%,0.3%,-7.2%
CSC1=NCCN1CCOc1ccccc1,-12.1%,-10.2%,-1.7%
CCCCn1c(N)c(N(CC(C)C)C(=O)c2cccc(OCc3ccccc3)c2)c(=O)[nH]c1=O,?,-2.0%,1.7%
Cn1c(=O)c2c(nc(OC3CCCCCC3)n2C)n(C)c1=O,?,·,-6.1%
CCCC(=O)Nc1ccc(C(=O)NCc2ccccc2Cl)cc1,0.0%,1.1%,-6.1%
O=C(NCCc1ccccc1)C1CCC(CNS(=O)(=O)c2cccc3cccnc23)CC1 (stereo not given),16.4µM*,-7.5%,2.2%
COCCNC(=O)CN(C)S(=O)(=O)c1ccc2c(c1)OCCO2,-6.7%,1.0%,8.6%
CC1CCC(NC(=O)Cn2ncc3c4ccccc4n(Cc4ccc(F)cc4)c3c2=O)CC1 (stereo not given),?,-12.4%,0.6%
O=C(c1ccc(-c2ccccc2)c(F)c1)C1CCCN(C(=O)c2cncs2)C1 (stereo not given),?,-7.5%,4.0%
CC1Cc2ccccc2N1C(=O)COC(=O)c1ccc(Cl)c(S(=O)(=O)N2CCOCC2)c1 (stereo not given),?,-17.5%,-3.1%
COc1ccc(CCNC(=O)CN(C)S(=O)(=O)c2ccc(OC)cc2)cc1,3.2%,-7.1%,5.9%
NC(=O)[C@H]1CC2(CC(c3cccc(NC(=O)CC(c4ccccc4)c4ccccc4)c3)=NO2)CN1C(=O)CC(c1ccccc1)c1ccccc1 (stereo not given in full),?,-2.6%,-15.1%
CCOc1ccc(NC(=O)C/C(C)=N/NC(=O)Cc2ccc(Cl)cc2)cc1,-13.6%,-0.7%,16.2%
Cc1cc(=O)oc2cc(OCC(O)Cn3ccnc3)ccc12 (stereo not given),-25.9%,-4.6%,7.3%
CCOc1ccc(CCNC(=O)C2CC(=O)N(CCc3ccc(OC)c(OC)c3)C2)cc1OCC (stereo not given),2.5%&-16.0%,-2.6%&-1.3%,-3.4%&-10.4%
CN(C)CCOC(=O)C1(c2ccccc2)CCCC1,-3.2%,-3.7%,-4.6%

# Next records
SMILES,DT40 TDP1 CPT,GCN5L2 inh,FEN1 inhibitor
CCOC(=O)N1CCC2(CC1)OC(=O)C(C)=C2C(=O)NCc1ccccc1OC,-33.3%,-3.0%,-1.9%
Cn1c(=O)c2c(O)c([N+](=O)[O-])c(=O)n(C)c2n(C)c1=O,1.7%,-9.9%,1.3%
CCc1ccc(NC(=O)CSc2nnc(-c3ccc(N)cc3)n2C)cc1,-9.5%,·,-8.8%
Cc1ccc(NS(=O)(=O)c2cc(-c3cc(C)no3)ccc2C)c(Cl)c1,?,-9.7%,-4.8%
Cc1nnc(SCC(=O)N2CCCCCC2)n(N)c1=O,14.3%,-4.6%,1.2%
COc1ccc(C(CNC(=O)COc2ccc(-c3ccccc3)cc2)N2CCOCC2)cc1 (stereo not given),?,-3.8%,-3.5%
O=C(CNC(=O)c1ccc(Br)o1)NC1CCCCCC1,-14.1%,-5.8%,-4.4%
Cn1ncc2cc(NC(=S)NC(=O)c3ccccc3)ccc21,?,-3.2%,-0.4%
CCOc1ccc(/C=C(\C#N)C(=O)Nc2sc3c(c2C(=O)OC)CCC3)cc1OC,2.9%,-2.3%,-1.4%
CCc1ccc(-n2c(C)nc3cc(C(=O)NCCc4ccccc4)ccc32)cc1,20.6µM*,2.4%,-0.6%
Cc1ccc(C(=O)NCC(=O)NCC(c2cccs2)N(C)C)cc1C (stereo not given),-19.1%,-1.2%,-0.9%
CCCCn1c(N)c(N(C)C(=O)c2cc3c(F)cccc3s2)c(=O)[nH]c1=O,1.6%,-8.8%,-6.5%

# As a short view, part of the list above.
SMILES,DT40 TDP1 CPT,GCN5L2 inh,FEN1 inhibitor
Cn1c(=O)c2c(O)c([N+](=O)[O-])c(=O)n(C)c2n(C)c1=O,1.7%,-9.9%,1.3%
CCc1ccc(NC(=O)CSc2nnc(-c3ccc(N)cc3)n2C)cc1,-9.5%,·,-8.8%
Cc1ccc(NS(=O)(=O)c2cc(-c3cc(C)no3)ccc2C)c(Cl)c1,?,-9.7%,-4.8%
Cc1nnc(SCC(=O)N2CCCCCC2)n(N)c1=O,14.3%,-4.6%,1.2%
COc1ccc(C(CNC(=O)COc2ccc(-c3ccccc3)cc2)N2CCOCC2)cc1 (stereo not given),?,-3.8%,-3.5%
O=C(CNC(=O)c1ccc(Br)o1)NC1CCCCCC1,-14.1%,-5.8%,-4.4%
Cn1ncc2cc(NC(=S)NC(=O)c3ccccc3)ccc21,?,-3.2%,-0.4%
CCOc1ccc(/C=C(\C#N)C(=O)Nc2sc3c(c2C(=O)OC)CCC3)cc1OC,2.9%,-2.3%,-1.4%
CCc1ccc(-n2c(C)nc3cc(C(=O)NCCc4ccccc4)ccc32)cc1,20.6µM*,2.4%,-0.6%
Cc1ccc(C(=O)NCC(=O)NCC(c2cccs2)N(C)C)cc1C (stereo not given),-19.1%,-1.2%,-0.9%
CCCCn1c(N)c(N(C)C(=O)c2cc3c(F)cccc3s2)c(=O)[nH]c1=O,1.6%,-8.8%,-6.5%

# A portion of the library; rates above refer to the full screens.
